High-throughput results deposited in PubChem BioAssay by several laboratories.
Mtb FBA inh – Mtb fructose-bisphosphate aldolase inhibition | inhibition, % at 1 µM | AID 588726 | 2.3% of 360,000 active | purified M. tuberculosis FBA, fluorescence read-out; in the data active = inhibition above about 27%;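 also: 0% = vehicle and 100% = reference inhibitor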
Target sequence (P9WQA3 whole entry, looked up): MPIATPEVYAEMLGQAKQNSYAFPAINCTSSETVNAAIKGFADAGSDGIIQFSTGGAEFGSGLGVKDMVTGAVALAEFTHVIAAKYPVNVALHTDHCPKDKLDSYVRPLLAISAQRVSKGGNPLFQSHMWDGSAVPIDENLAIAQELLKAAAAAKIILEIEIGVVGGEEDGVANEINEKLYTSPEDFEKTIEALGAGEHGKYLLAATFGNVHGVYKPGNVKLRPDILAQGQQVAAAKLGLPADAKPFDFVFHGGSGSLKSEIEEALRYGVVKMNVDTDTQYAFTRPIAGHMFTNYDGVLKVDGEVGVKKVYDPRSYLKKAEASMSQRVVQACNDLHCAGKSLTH
TcdB inh – blocks C. difficile toxin B glycohydrolase activity; TcdB glycohydrolase enzymatic assay, plate reader; inhibition, % at 9.99 µM; 0.24% of 350,000 active; AID 652162; in the data active = inhibition above about 10%
BioA inh – BioA (M. tuberculosis) enzyme inhibition; purified M. tuberculosis BioA enzyme, plate reader; inhibition, % at 9.99 µM; 0.096% of 360,000 active; in the data active = inhibition above about 40%
PfHsp40 yeast – compounds rescuing yeast from Plasmodium falciparum HSP40 toxicity | S. cerevisiae expressing PfHsp40, growth rescue, ATP luminescence | growth rescue, % at 12.5 µM | 0.68% of 340,000 active; in the data active = growth rescue above about 28%, passing the limit was not always enough;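 also: yeast W303a lacking pdr1 and pdr3 grown in galactose medium; growth measured after three days at 30 °C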
GDH-TPI inh – inhibits GDH-TPI coupling enzymes, artifact for Mtb FBA screen. 1.2% of 360,000 active. AID 588335. inhibition, % at 4.8 µM. GDH-TPI coupled enzyme counterscreen, NADH absorbance; in the data active = inhibition above about 30%;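 also: 0% = DMSO wells and 100% = wells lacking the enzyme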
FadD28 binding – M. tuberculosis FadD28 bisubstrate binding inhibition. FadD28 bisubstrate probe binding, fluorescence polarization. inhibition, % at 12.5 µM. 0.22% of 360,000 active. AID 588549; in the data active = inhibition above about 8.5%, passing the limit was not always enough
Mtb UGM inh – blocks M. tuberculosis UGM enzyme; inhibition, % at 10 µM; 0.06% of 320,000 active; P9WIQ1; purified UGM, fluorescence polarization probe displacement; in the data active = inhibition above about 10%, passing the limit was not always enough
Target sequence (P9WIQ1 whole entry, looked up): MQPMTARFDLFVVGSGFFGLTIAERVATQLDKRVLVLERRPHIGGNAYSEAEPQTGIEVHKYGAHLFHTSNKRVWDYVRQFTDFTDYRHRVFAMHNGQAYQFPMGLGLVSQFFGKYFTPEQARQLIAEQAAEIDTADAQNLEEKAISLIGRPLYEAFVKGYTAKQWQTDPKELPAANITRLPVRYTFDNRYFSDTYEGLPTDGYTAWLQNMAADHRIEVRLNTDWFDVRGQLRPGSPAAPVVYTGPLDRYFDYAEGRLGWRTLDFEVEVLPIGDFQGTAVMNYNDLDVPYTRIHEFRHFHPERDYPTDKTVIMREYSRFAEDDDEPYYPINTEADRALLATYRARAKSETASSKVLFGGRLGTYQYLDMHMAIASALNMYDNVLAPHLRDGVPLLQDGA
Yp Topo-I inh – inhibitors of Yersinia pestis topoisomerase I | Y. pestis Topo-I cleavage product accumulation, plate reader | activity, % at 10 µM | 0.064% of 360,000 active; in the data active = activity above about 50%, passing the limit was not always enough; also: inactives centre near 2
Vc quorum ag – induces V. cholerae light production without autoinducers | V. cholerae BH1578 lux reporter, luminescence, 6 h | activation, % at 18.7 µM | 0.16% of 350,000 active | AID 588436; in the data active = activation mostly above about 9.7%, no sharp cut-off; also: not every result past the cut was called active; inactives centre near 0; reference of the scale not given here
Active calls of the source: *; i = inactive; / = no result given.

SMILES | Mtb FBA inh | TcdB inh | BioA inh | PfHsp40 yeast | GDH-TPI inh | FadD28 binding | Mtb UGM inh | Yp Topo-I inh | Vc quorum ag
COc1ccc(C(=O)C2CCCN(C(=O)c3ccnn3C)C2)c(C)c1 (stereo unspecified) | 0.8 | 2.2 | 6.8 | -0.9 | 3.8 | 2.3 | 0.9 | 0.7 | /
CN(C)c1cccc(/C=C(\C#N)c2ccccc2)c1 | -1.0 | 0.4 | -2.6 | 1.8 | 15.5 | -1.7 | 3.7 | 10.2 | i
CCNC(=O)C(Sc1ccccc1)c1ccccc1 (stereo unspecified) | -3.6 | / | -1.1 | -0.1 | 6.1 | -3.4 | 1.4 | 1.4 | 3.8
Cc1cc(C)c2c(n1)SCC(=O)N2CC(=O)Nc1c(C)cccc1C | -2.0 | 1.2 | -2.0 | -0.1 | 0.0 | -2.9 | -2.0 | -3.7 | -0.2
Cc1cccc(NC(=O)CSc2nc(-c3ccccc3)c(C#N)c(=O)[nH]2)c1C | 2.7 | / | / | -0.3 | 16.1 | 0.0 | 3.6 | 7.1 | -0.8
CC1CCCCN1S(=O)(=O)c1cccc2cccnc12 (stereo unspecified) | -0.9 | 0.3 | -0.8 | 0.7 | 4.3 | -1.9 | 2.0 | 8.6 | -0.2
CN(C)Cc1c(O)ccc2[nH]cnc12 | -2.6 | / | -1.9 | -0.7 | -3.9 | -4.4 | -0.7 | 1.6 | -0.7
CCOc1ccc(-n2c(=O)c3c4c(sc3n(CC(=O)NCC3CCCO3)c2=O)CCC4)cc1 (stereo unspecified) | -9.6 | 1.2 | / | -0.1 | -2.9 | -4.4 | 0.2 | 0.7 | -2.3
O=C(Cc1c(Cl)cccc1Cl)NC1=NCCS1 | 1.0 | / | / | -1.6 | -1.9 | -4.2 | -0.1 | -6.0 | i
CCN(C(=O)CSc1ncccn1)c1c(N)n(Cc2ccccc2)c(=O)[nH]c1=O | -4.5 | 1.6 | 3.7 | -0.5 | -2.2 | -3.8 | / | 4.7 | i
CCCCCn1c(=O)c(C(=O)Nc2cnccn2)c(O)c2ccccc21 | -0.5 | 0.2 | -1.5 | 18.6 | -2.9 | -5.5 | -0.9 | 1.1 | 0.9
O=C(NC12CC3CC(CC(C3)C1)C2)N1CCN(c2ccccn2)CC1 | 3.9 | 0.9 | 0.3 | -0.8 | 4.9 | -0.3 | -1.0 | 0.0 | i
CC(C)(C)c1cccc(Oc2nn[nH]n2)c1 | 2.1 | / | -2.1 | -1.2 | 7.9 | -1.4 | -1.3 | -4.3 | -3.7
COC(=O)C1CC(Cl)CN1c1ncc(C(F)(F)F)cc1Cl (stereo unspecified) | 0.4 | 0.6 | / | 0.0 | -1.3 | -1.2 | 3.3 | 5.2 | i
Cc1ccc(O)c(N=CC2=C(O)c3ccccc3C2=O)c1 | -3.4 | / | -6.0 | -0.9 | 19.8 | 1.4 | 1.0 | -14.6 | i
CCOC(=O)N1CCN(C(=S)NC2CCCC2)CC1 | -1.0 | 0.5 | / | -2.6 | 2.3 | -0.6 | -1.1 | 2.3 | i
Cn1c(CCNC(=O)c2cccs2)nnc1SCC(=O)Nc1nc(-c2ccccc2)cs1 | 2.6 | 2.2 | 0.0 | 0.8 | 0.5 | -2.8 | 0.9 | 2.2 | i
CCc1nnc(N/N=C/c2cc(C)c(C)cc2C)n1N | -0.7 | 0.3 | -1.1 | -0.1 | 2.4 | -1.0 | 1.5 | -17.8 | 0.4
COc1ccnc(Nc2cccc(C)c2)c1C#N | -2.0 | 1.2 | -0.2 | -1.0 | 11.0 | -3.9 | -0.5 | -7.2 | 2.6
CCn1c(CS(=O)Cc2ccc(Cl)cc2Cl)nnc1SCc1c(Cl)cccc1Cl (stereo unspecified) | 2.9 | 0.5 | / | 0.7 | -1.8 | -1.5 | 0.9 | 3.0 | i
O=C(CCN1C(=O)COc2ccccc21)NCCN1CCOCC1 | 0.6 | 0.8 | -0.7 | -0.3 | 9.2 | 0.5 | 3.1 | -13.4 | i
O=C(c1ccco1)n1nc(-c2ccccc2)nc1SCc1ccccc1 | -0.3 | / | 0.8 | 0.7 | -5.3 | -0.8 | 4.4 | 2.7 | -0.8
CCOC(=O)C(NC=O)(NC(C)(C)C)C(=O)OCC | 0.2 | / | 0.4 | 0.3 | -5.6 | -2.0 | 2.4 | -3.9 | -0.5
COc1ccccc1N(CC(=O)Nc1cc(S(=O)(=O)N(C)C)ccc1C)S(=O)(=O)c1cccs1 | -2.7 | 0.7 | -0.9 | 0.8 | 4.4 | -3.8 | 1.9 | 3.6 | -1.1
CCN(CC)C(=O)c1cccc(-c2csc(C(C)(O)c3ccc(OC)cc3)n2)c1 (stereo unspecified) | -4.1 | -0.4 | 0.2 | / | -9.8 | -106.2 | / | 18.9 | i
CC(=O)c1cccc(CN2CCC(C(=O)Nc3ccc(Oc4cccnc4)cc3)CC2)c1 | 0.2 | -0.2 | -0.4 | -0.2 | 0.7 | -3.3 | 1.0 | 1.7 | -0.7
CNCCCCOc1ccc(C(C)(C)C)cc1Cl | 0.9 | 0.8 | 4.3 | -0.6 | -1.6 | 0.8 | 1.3 | -0.9 | -0.4
O=C(O)c1ccc(/C=N/Nc2ncc(C(F)(F)F)cc2Cl)cc1 | -1.3 | 1.5 | / | 0.2 | 36.9* | -5.8 | -1.9 | 1.1 | -3.7
COc1ccccc1NC(=O)CN(Cc1ccco1)C(=O)c1cc2ccccc2o1 | -1.1 | / | / | 2.7 | -1.3 | -3.7 | -1.2 | 10.7 | i
C=CCn1c(SCC(=O)NC2CCS(=O)(=O)C2)nc2scc(C3CC3)c2c1=O (stereo unspecified) | -11.4 | / | 0.0 | -0.1 | 15.7 | -4.1 | 0.4 | -1.3 | i
CCCCNCCOCCOc1ccc(F)cc1 | 1.1 | / | -2.1 | 3.0 | 0.3 | -1.6 | 1.5 | -2.3 | -2.2
O=C(Cn1c(=O)oc2cc(S(=O)(=O)N3CCCC3)ccc21)Nc1ccccn1 | 0.0 | 0.3 | 0.0 | / | 5.2 | -0.1 | / | 3.5 | -0.4
O=C(CCN1CCCO1)NC1CCCc2c1cnn2-c1ccccc1F (stereo unspecified) | -0.8 | -0.4 | / | -0.7 | -3.1 | -2.1 | 1.8 | 1.7 | i
CC(C)N1CCC(N2CCN(Cc3ccc(-c4ccc(Cl)cc4)o3)CC2CCO)CC1 (stereo unspecified) | 1.0 | 1.1 | -0.1 | 0.2 | 5.5 | 1.0 | 0.4 | -10.6 | -0.3
CCN(CC)c1ccc(NC(=O)c2cc(Cl)ccc2OC)cc1 | -0.6 | / | -1.4 | 0.5 | 3.4 | -2.8 | -1.4 | 18.5 | 0.3
CC1C(=O)C(C)(C)C(=O)OC1c1ccccc1 (stereo unspecified) | 2.4 | 0.8 | -3.4 | -1.2 | 7.2 | 0.4 | -0.2 | -9.3 | -0.6
CCOC(=O)C1=C(CS(=O)(=O)c2ccccc2)NC(=O)NC1c1cccc(OC)c1 (stereo unspecified) | -0.1 | -0.1 | / | -1.1 | 0.0 | -1.3 | 1.0 | 1.2 | -0.2
OCCn1c(SC2CCCCC2)nc2ccccc21 | -1.2 | / | -0.4 | 1.6 | -8.3 | -2.9 | -2.7 | 16.0 | 16.7*
COc1cccc(CN2CC(C(=O)N3CCCO3)CCC2=O)c1 (stereo unspecified) | 0.9 | 0.2 | -4.0 | 0.2 | 1.2 | -0.2 | 1.4 | 2.1 | -0.1
O=C(c1ccccc1)C1CCc2occc2C1=O (stereo unspecified) | 1.3 | / | 0.9 | 0.0 | -2.7 | -3.3 | 1.4 | -11.9 | i
FC(F)(F)c1ccccc1Cc1c(-c2ccco2)nc2ccc(Br)cn12 | 1.8 | 0.7 | 1.0 | / | / | -0.6 | / | / | /
C[C@@]12CC(=O)NC1N(C(=O)c1ccccc1)C(c1ccccc1OC(=O)c1ccccc1)C2 (stereo partly specified) | 0.7 | / | 0.0 | -0.6 | 5.0 | -2.1 | -2.0 | 23.1 | i
CC(=O)C1=CCC(c2ccc(C(C)C)cc2)N(S(=O)(=O)c2ccc(C)cc2)C1 (stereo unspecified) | 2.6 | 1.5 | 0.9 | / | / | -4.3 | / | / | /
COc1ccc(C2NC(=O)NC(C)=C2C(=O)OC2CCCCC2)cc1OC (stereo unspecified) | 0.4 | 0.5 | 0.8 | -0.9 | -7.6 | / | -0.2 | 4.4 | i
Nc1ccc(-c2nc3ccc(-c4nc5ccccc5o4)cc3[nH]2)cc1 | 84.3* | / | -0.9 | 1.1 | 57.4* | -3.0 | 4.1 | -25.0 | -0.3

Another view of part of the listing above:
> O=C(c1ccco1)n1nc(-c2ccccc2)nc1SCc1ccccc1
- Mtb FBA inh: -0.3
- TcdB inh: /
- BioA inh: 0.8
- PfHsp40 yeast: 0.7
- GDH-TPI inh: -5.3
- FadD28 binding: -0.8
- Mtb UGM inh: 4.4
- Yp Topo-I inh: 2.7
- Vc quorum ag: -0.8
> O=C(c1ccccc1)C1CCc2occc2C1=O (stereo unspecified)
- Mtb FBA inh: 1.3
- TcdB inh: /
- BioA inh: 0.9
- PfHsp40 yeast: 0.0
- GDH-TPI inh: -2.7
- FadD28 binding: -3.3
- Mtb UGM inh: 1.4
- Yp Topo-I inh: -11.9
- Vc quorum ag: i
> Cc1cc(C)c2c(n1)SCC(=O)N2CC(=O)Nc1c(C)cccc1C
- Mtb FBA inh: -2.0
- TcdB inh: 1.2
- BioA inh: -2.0
- PfHsp40 yeast: -0.1
- GDH-TPI inh: 0.0
- FadD28 binding: -2.9
- Mtb UGM inh: -2.0
- Yp Topo-I inh: -3.7
- Vc quorum ag: -0.2
> O=C(Cc1c(Cl)cccc1Cl)NC1=NCCS1
- Mtb FBA inh: 1.0
- TcdB inh: /
- BioA inh: /
- PfHsp40 yeast: -1.6
- GDH-TPI inh: -1.9
- FadD28 binding: -4.2
- Mtb UGM inh: -0.1
- Yp Topo-I inh: -6.0
- Vc quorum ag: i

More compounds follow:
SMILES | Mtb FBA inh | TcdB inh | BioA inh | PfHsp40 yeast | GDH-TPI inh | FadD28 binding | Mtb UGM inh | Yp Topo-I inh | Vc quorum ag
CCN1C(=O)C(O)(CC(=O)c2c(C)coc2C)c2ccccc21 (stereo unspecified) | -3.2 | 0.6 | / | 1.7 | 8.1 | -2.7 | -3.6 | 9.6 | i
Cc1ccc(Cn2cc(C(=O)c3ccc(F)cc3)c(=O)c3cc4c(cc32)OCCO4)cc1 | 5.9 | 0.9 | -0.8 | 2.2 | -1.0 | 0.7 | -3.4 | -5.9 | -0.4
Clc1cc2cccnc2c2ccccc12 | 2.0 | / | 3.7 | -2.0 | -3.7 | -2.4 | 0.1 | 4.2 | -0.2
CN1CC(=O)N(CC(=O)NCc2ccc3c(c2)OCO3)C1=O | -2.4 | / | -0.4 | -0.2 | 3.5 | -2.0 | 0.8 | -1.5 | i
Cc1ccc2[nH]c(=O)c3cc(C(=O)N(C)c4ccc(C)c(C)c4)sc3c2c1 | 2.5 | 1.6 | / | -1.6 | -10.3 | -6.9 | -2.0 | 2.1 | 5.2
O=C(O)[C@@H]1CCCN1C(=O)CCc1c[nH]c2ccccc12 | 5.4 | 0.6 | -0.6 | -0.9 | 1.7 | -3.2 | -0.6 | -14.1 | -18.3
O=c1[nH]c(SCc2ccccc2Cl)nc2c1CCC2 | -0.1 | / | -0.8 | 0.2 | -11.5 | -1.3 | -3.8 | 0.8 | i
O=C(Nc1ccccc1OC(F)F)c1ccccc1 | 3.8 | / | -1.3 | 0.2 | 7.4 | -2.4 | -9.4 | 9.8 | -2.5
Cc1ccc(S(=O)(=O)N2CCOCC2)cc1NC(=O)COc1ccc(-c2nnco2)cc1 | 2.0 | -0.6 | 0.5 | -1.3 | 0.0 | 0.2 | 1.5 | 9.6 | -0.4
O=C(CCCOc1ccccc1)Nc1cc(S(=O)(=O)N2CCOCC2)ccc1N1CCOCC1 | 4.6 | -1.2 | -4.5 | 0.0 | 2.8 | / | 8.5 | -9.6 | 3.1
CCc1cccc(N=c2c([N+](=O)[O-])nn(-c3ccc(Cl)cc3)n2O)c1 | -8.8 | 0.6 | / | 3.5 | 1.3 | 0.2 | -1.4 | -10.0 | i
